Assay outcomes as filed in PubChem.
Luc counter: counter-screen: inhibitors of Kinase-Glo firefly luciferase; Q27757; AID 1379; 200,000 compounds, 0.28% hits; Potency, µM (top dose mostly 38.3 µM), for inactives: top-dose activity change, negative = inhibition, most hits filed as inhibitors; Kinase-Glo luciferase, ATP luminescence, 8 min; note: potency is the fitted concentration of half-maximal effect; % is set by controls: 0 for no effect and ±100 for the full control effect; nearly all actives have a fitted effect of over 60% in size
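Kinase-Glo luciferase light output from ATP and luciferin was measured with 10 uM ATP, within the enzyme's linear range. Buffer: 50 mM imidazole pH 7.2, 50 mM KCl, 7 mM MgCl2, 0.01% Tween 20, 0.05% BSA; luminescence read after 8 min at ambient temperature.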
HTT cytoprotect: protects HTT-Q103 PC12 cells, measured by ATP; Potency, µM (doses to about 56.4 µM), for the others: cytoprotection (ATP increase), actives largely listed as activators; 230,000 compounds, 0.14% hits; PC12 HTT-Q103 induced, cytoprotection, ATP luminescence, 40 h;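 note: potency is the fitted concentration of half-maximal effect; % of control where 0% means no effect; nearly all actives have a fitted effect of over 45% in size; toxic huntingtin expression switched on by the ecdysone agonist tebufenozide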
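PC12 cells stably carrying ecdysone-inducible Htt exon 1 (Q103)–GFP were induced with 100 nM tebufenozide (final) alongside library compounds in a dose series. Cytoprotection was scored as retained ATP by ATPlite luminescence.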
LMNA splice mod: modulators of lamin A splicing | HeLa LMNA splicing GFP/RFP minigene ratio, 48 h | Potency, µM (titrated, usually from 46.1 µM), inactives show top-dose ratio change, negative = inhibition, usual class: inhibitors | 200,000 compounds, 0.01% hits | AID 1487; active = well fitted inhibition curve with a large enough effect in the signal ratio, with a control signal flat, not every such curve was filed as active; inconclusive = small, poorly fitted or top-dose-only effect, or effect the other way, or a change in a side signal; the % refers to the signal ratio; note: potency is the fitted concentration of half-maximal effect; % is set by controls: 0 for no effect and ±100 for the full control effect
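Read-out is the ratio of GFP to DsRed2 object intensity, acquired by 488 nm laser-scanning cytometry on HeLa lamin A-EGFP minigene reporter cells. Compound incubation 48 hrs at 37 °C in Opti-MEM with 2% FBS; DMSO 0.5% final.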
SMN2 splice enh: enhancers of SMN2 splice variant expression; HEK293 SMN2-luciferase splicing reporter, luminescence, 30-36 h; Potency, µM (doses to about 46.1 µM), for the others: top-dose activity change, positive = activation, actives largely listed as activators; 210,000 compounds, 2.8% hits; AID 1458; note: potency is the fitted concentration of half-maximal effect; % of control where 0% means no effect; nearly all actives have a fitted effect of over 55% in size
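HEK293 cells carry an SMN2 minigene-luciferase reporter in which exon 7 inclusion puts luciferase in frame. Cells were seeded at 2000 cells/well, attached for 10-12 hours, then exposed to compounds for 30-36 hours at 37C before ONE-Glo luminescence.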
HTT aggregate: mutant huntingtin aggregation inhibition. PC12 HttQ103-GFP aggregates, Acumen cytometry, 40 h. Potency, µM (highest dose often 46.1 µM), inactives show top-dose activity change, negative = inhibition, actives largely listed as inhibitors. 220,000 compounds, 1.1% hits; note: potency is the fitted concentration of half-maximal effect; % is set by controls: 0 for no effect and ±100 for the full control effect; nearly all actives have a fitted effect of over 60% in size
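Aggregates are detected as GFP objects 1–25 µm with signal 6 STDEV over background in lysates of induced PC12 cells. These carry Huntingtin exon 1 with 103 glutamines fused to GFP under an ecdysone promoter; compounds titrated.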
CBFb RUNX1 block: inhibitors of human CBF-beta and RUNX1 interaction | AlphaScreen CBFb-His/RUNX1-biotin binding, biochemical | Potency, µM (top dose mostly 59.8 µM), inactives show at the top dose activity, negative = inhibition, hits mostly inhibitors | 230,000 tested, under 10 active | Q01196+Q13951 | AID 1477; note: % of control where 0% means no effect
Target sequence (Q01196 whole entry, looked up): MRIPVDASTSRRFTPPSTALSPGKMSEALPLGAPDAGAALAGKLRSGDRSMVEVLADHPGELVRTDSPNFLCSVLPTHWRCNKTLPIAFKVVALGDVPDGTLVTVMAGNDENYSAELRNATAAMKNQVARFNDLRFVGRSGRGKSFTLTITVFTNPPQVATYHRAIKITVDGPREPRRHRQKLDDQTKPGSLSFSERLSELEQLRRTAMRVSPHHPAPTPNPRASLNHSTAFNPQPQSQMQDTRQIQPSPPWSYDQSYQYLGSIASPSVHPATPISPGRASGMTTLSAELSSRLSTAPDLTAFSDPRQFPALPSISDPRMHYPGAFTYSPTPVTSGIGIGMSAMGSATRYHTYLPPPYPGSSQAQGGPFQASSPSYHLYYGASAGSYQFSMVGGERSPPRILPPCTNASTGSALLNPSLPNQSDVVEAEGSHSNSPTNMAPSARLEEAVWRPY
Target sequence (Q13951 whole entry, looked up): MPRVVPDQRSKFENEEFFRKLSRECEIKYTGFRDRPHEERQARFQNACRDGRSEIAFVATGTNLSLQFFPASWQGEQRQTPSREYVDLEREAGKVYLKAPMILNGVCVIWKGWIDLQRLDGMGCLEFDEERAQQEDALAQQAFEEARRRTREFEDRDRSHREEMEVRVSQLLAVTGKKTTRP
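Proteins preincubated together for 20 min at RT before compound addition; 15 min later, nickel and streptavidin beads were added and left 90 min prior to AlphaScreen measurement.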
IMPase Li cell: IMPase inhibition in cells with lithium potentiation; CHO-M1 cells, IP1 TR-FRET (IP-One), carbachol + lithium; Potency, µM (top dose mostly 59.4 µM), for the others: at the top dose activity, negative = IMPase inhibition, usual class: inhibitors; 210,000 compounds, 0.35% hits;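 note: IP1 builds up when IMPase is blocked and the TR-FRET signal falls; potency is the fitted concentration of half-maximal effect; plate controls were basal vehicle for no effect and high inhibitor control for full effect; nearly all actives have a fitted effect of over 50% in size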
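CHO-M1, 2000 cells/well, 16–30 h culture; cpd + low Li+, 30 min 37C; lysis with d2-IP1/Eu-anti-IP1 Ab, 10 min RT; TR-FRET 665/620 ratio and 620 channel; AC50 via Hill.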
An asterisk follows results filed as active; ? = inconclusive; . = no result given; & = joins results of further samples; [ ] = dose if it differs, or a comment. Unless noted, calls come from the whole dose curve; as a rule, active = well fitted curve in the direction sought with a large enough effect; inconclusive = small, poorly fitted or top-dose-only effect, or another doubt; inactive = no such curve, though single readings can be large; an effect the other way counts as inactive or inconclusive. Hits appear at their usual frequency; any-hit rate near 4%.

The opening 10 compounds (preview)
molecule	Luc counter	HTT cytoprotect	LMNA splice mod	SMN2 splice enh	HTT aggregate	CBFb RUNX1 block	IMPase Li cell
COc1ccc(C(=O)N[C@H](C(=O)Nc2nc3ccccc3[nH]2)C(C)C)cc1	-14%	-156%[inhibitor]	-7%[9.22 µM]	10µM*	-1%	3%	8%
CCOC(=O)C1(Cc2ccccc2C(F)(F)F)CCN(C2CCC2)CC1	0%	-7%[10 µM]	?	.	11%[9.22 µM]	6%	10%
O=C(O)/C=C/c1cnc2ccccc2n1	1%	.	.	9%	-8%	3%	4%
CCOc1ccccc1-n1cnc(C#N)c1N	1%	-12%	-10%[46 µM]	4%	25%	1%	0%
CSc1nc(C)c2cc(C)oc2n1	-1%	7%[10 µM]	5%	20%	-7%	0%	15%[38.3 µM]
CCOc1ccc(OCc2ccc(C(=O)NN)o2)cc1	.	24%[10 µM]	.	.	-7%[9.22 µM]	-4%	.
CCn1cc([N+](=O)[O-])c(C(=O)Nc2nc(-c3ccc(C)c(C)c3)c(C)s2)n1	-3%	-7%	?	-16%	?	-2%	3%[38.3 µM]
COc1ccc(OCC(=O)N2CCN(S(=O)(=O)c3ccc(Cl)cc3)CC2)cc1	-1%	1%	-4%	-21%	-12%	1%	28%[38.3 µM]
Cc1c(NC(=S)Nc2ccccc2C(F)(F)F)cccc1[N+](=O)[O-]	.	15%[10 µM]	-2%	.	6%	-4%	.
CCOC(=O)c1c(C2CC2)csc1NC(=O)COC(=O)c1cc(OC)c(OC)cc1[N+](=O)[O-]	-1%	9%[10 µM]	-8%	-9%[1.84 µM]	7%	-2%	10%

The listing, repeating the preview:
molecule	Luc counter	HTT cytoprotect	LMNA splice mod	SMN2 splice enh	HTT aggregate	CBFb RUNX1 block	IMPase Li cell
COc1ccc(C(=O)N[C@H](C(=O)Nc2nc3ccccc3[nH]2)C(C)C)cc1	-14%	-156%[inhibitor]	-7%[9.22 µM]	10µM*	-1%	3%	8%
CCOC(=O)C1(Cc2ccccc2C(F)(F)F)CCN(C2CCC2)CC1	0%	-7%[10 µM]	?	.	11%[9.22 µM]	6%	10%
O=C(O)/C=C/c1cnc2ccccc2n1	1%	.	.	9%	-8%	3%	4%
CCOc1ccccc1-n1cnc(C#N)c1N	1%	-12%	-10%[46 µM]	4%	25%	1%	0%
CSc1nc(C)c2cc(C)oc2n1	-1%	7%[10 µM]	5%	20%	-7%	0%	15%[38.3 µM]
CCOc1ccc(OCc2ccc(C(=O)NN)o2)cc1	.	24%[10 µM]	.	.	-7%[9.22 µM]	-4%	.
CCn1cc([N+](=O)[O-])c(C(=O)Nc2nc(-c3ccc(C)c(C)c3)c(C)s2)n1	-3%	-7%	?	-16%	?	-2%	3%[38.3 µM]
COc1ccc(OCC(=O)N2CCN(S(=O)(=O)c3ccc(Cl)cc3)CC2)cc1	-1%	1%	-4%	-21%	-12%	1%	28%[38.3 µM]
Cc1c(NC(=S)Nc2ccccc2C(F)(F)F)cccc1[N+](=O)[O-]	.	15%[10 µM]	-2%	.	6%	-4%	.
CCOC(=O)c1c(C2CC2)csc1NC(=O)COC(=O)c1cc(OC)c(OC)cc1[N+](=O)[O-]	-1%	9%[10 µM]	-8%	-9%[1.84 µM]	7%	-2%	10%
CCOCCCNC(=S)N1CCC(NC(=O)c2ccco2)CC1	2%	38%[10 µM]	.	-6%	10%[9.22 µM]	-1%	2%
COC(C[C@@H]1O[C@@H]1[C@@H](O)[C@@H](C)OCc1ccccc1)OC	.	-18%[10 µM]	.	.	-8%[9.22 µM]	9%	.
CCN(CC)c1ccc(/C=N/N2CCN(Cc3ccc(C)cc3)CC2)c(O)c1	-1%	-14%	3%	-26%	0.63µM*	-3%	4%[38.3 µM]
O=C(Nc1nnc(-c2ccco2)o1)c1ccc(N2C(=O)CCC2=O)cc1	3%	-10%	.	1%	-4%	-28%	-2%
COC(OC)c1ccnc(-c2ccc(OC(=O)c3ccc(F)cc3)cc2)n1	4%	-8%	1%[9.22 µM]	6%	10%	6%	-6%
COc1ccccc1Cn1c(=O)c2ccccc2n2c(Sc3ncnc4sccc34)nnc12	2%	1.6µM*	?	-33%[inhibitor]	?	1%	3%[38.3 µM]
COc1ccc2cc(CN(Cc3ccco3)C(c3nnnn3C3CCCCC3)C(C)C)c(=O)[nH]c2c1 (centres undefined)	1%	1%[10 µM]	11%	-13%	-4%	5%	19%[38.3 µM]
O=C(NCc1cccnc1)C(=O)Nc1ccc2c(c1)OCO2	-2%	9%[10 µM]	.	26%	10%	6%	1%
CC(C)CN(CC(C)C)C(=O)Nc1ccccc1F	-2%	.	6%[46 µM]	1%	-8%	7%	8%
CNC(=O)COC(=O)c1c2c(nc3ccccc13)CCC2	.	18%[10 µM]	.	.	-14%[9.22 µM]	-30%	.
CCOC(=O)c1ccc2ncc(C(=O)OCC)c(NCc3ccco3)c2c1	-4%	-19%	27%	-24%	-6%	1%	19%[38.3 µM]
CCOC(=O)c1ccc(NC(=O)CC2COc3ccccc3O2)cc1 (centres undefined)	-2%	19%	-1%	2%	5%	9%	25%[38.3 µM]
COc1ccc(NC(=O)Nc2sc(NS(=O)(=O)c3ccccc3)nc2C)cc1	1%	-16%	?	12%	16%	?	23%
O=C(NCc1ccc(Cl)cc1)c1cnn2ccccc12	-1%	-77%[inhibitor]	-4%	?	?	-6%	-5%[38.3 µM]
c1ccc(-c2cnc(SCCN3CCOCC3)n2CC2CCCO2)cc1 (centres undefined)	-1%	10%[10 µM]	-5%	11%	2%	8%	2%

Next section
smiles,Luc counter,HTT cytoprotect,LMNA splice mod,SMN2 splice enh,HTT aggregate,CBFb RUNX1 block,IMPase Li cell
CCC(=O)Nc1nc(CC(=O)Nc2ccccc2)cs1,0%,20%[10 µM],-3%,0%,-28%,-2%,21%[38.3 µM]
CCOC(=O)C1=C(C)Nc2ccc(C)cc2S1,7%,-12%,12%,-9%,4%,-14%,12%[38.3 µM]
CC(=O)Nc1ccc(NC(=S)NC(=O)c2oc3ccccc3c2C)cc1,0%,-2%[10 µM],-1%,-24%,-5%,5%,-10%
Cc1csc2ncnc(NCCc3ccccn3)c12,-5%,-92%[inhibitor],.,-64%[inhibitor],?,20%,32%[activator]
CC(=O)Nc1cccc(NS(=O)(=O)c2cccc3nsnc23)c1,0%,-1%[1.9 µM],17%,8%,5%,2%,13%[38.3 µM]
CCOC(=O)N1CCC(c2cc(=O)n3[nH]c(C)c(-c4ccc(F)cc4)c3n2)CC1,3%,-21%,?,-12%,11µM*,3%,9%[38.3 µM]
C=CCNc1nnc(SC2CC(=O)N(c3ccc(OCCC)cc3)C2=O)s1 (centres undefined),6%,-116%[inhibitor],?,-4%,4%[9.22 µM],0%,24%[38.3 µM]
NC(=O)C1CCN(C(=O)CSc2ncccn2)CC1,-4%,33%[10 µM],6%[46 µM],.,11%[9.22 µM],0%,0%
CSc1nc(C)c(CCOC(=O)c2cccc(C)c2)c(=O)[nH]1,0%,-17%,-1%,-10%,6%,-3%,2%[38.3 µM]
O=C(NCCCN1CCCCCC1)c1ccc2c(Cl)c3c(nc2c1)CCCC3,0%,1%,.,-18%,-24%,0%,21%
c1ccc(CNc2ccc(CNc3ncn[nH]3)cc2)cc1,-2%,-3%[10 µM],7%,-3%,3%,-6%,-1%
O=S(=O)(Cc1ccccc1Cl)N1CCCCC1,.,-57%[inhibitor],4%,.,-1%,5%,.
S=c1[nH]nc(-c2cc(-c3ccccc3)n[nH]2)n1/N=C/c1c2ccccc2cc2ccccc12,.,24%[10 µM],.,.,-17%[9.22 µM],1%,.
CC1Cc2ccccc2N1S(=O)(=O)c1cnc[nH]1 (centres undefined),1%,-6%,6%,34%,-11%,-4%,19%[38.3 µM]
Cc1cccc(NC(=O)c2ccc(C3SCC(=O)N3CCc3ccccc3)cc2)c1 (centres undefined),3%,-7%[10 µM],?,-66%[inhibitor],-30%,2%,6%
O=C(O)c1cccc(-c2ccc(/C=N/NC(=O)C3COc4ccccc4O3)o2)c1 (centres undefined),-1%,15%,-18%[46 µM],-1%,-7%,3%,5%
CCCCC1=CC2=CC(=O)C(C)(OC(=O)c3cnc4ccccc4n3)C(=O)C2=CO1 (centres undefined),0%,-11%,.,-8%,8%[9.22 µM],-5%&-11%,-7%
CCc1ccc(NC(=O)CSc2ccccn2)cc1,-1%,-37%,.,29%,-9%,-15%,2%
S=C(Nc1ccc(Br)cc1Cl)Nn1cnnc1,2%,-47%[inhibitor],-21%[46 µM],-3%,15%,9%,-4%
O=C1c2ccccc2-c2c1cccc2C(=O)N(CCO)CCO,2%,-4%,7%,18%,0%,7%,24%[38.3 µM]
CCOc1ccc(NC(=O)CSc2nc3c(c(=O)n2C)SC(C)C3)cc1 (centres undefined),-2%,8%,-15%,-48%[inhibitor],?,4%,29%[38.3 µM]
